# Bioassay records as filed in PubChem BioAssay.
# NPY-Y2 antag: NPY-Y2 (human) receptor antagonism. P49146. NPY-Y2 expressing cells, antagonist mode. inhibition, % at 2.7 µM. 140,000 compounds, 0.99% hits. AID 793; in the data active means inhibition above about 17%;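 further: 0% = vehicle with agonist challenge and 100% = reference antagonist with challenge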
# Target sequence (P49146 whole entry, looked up): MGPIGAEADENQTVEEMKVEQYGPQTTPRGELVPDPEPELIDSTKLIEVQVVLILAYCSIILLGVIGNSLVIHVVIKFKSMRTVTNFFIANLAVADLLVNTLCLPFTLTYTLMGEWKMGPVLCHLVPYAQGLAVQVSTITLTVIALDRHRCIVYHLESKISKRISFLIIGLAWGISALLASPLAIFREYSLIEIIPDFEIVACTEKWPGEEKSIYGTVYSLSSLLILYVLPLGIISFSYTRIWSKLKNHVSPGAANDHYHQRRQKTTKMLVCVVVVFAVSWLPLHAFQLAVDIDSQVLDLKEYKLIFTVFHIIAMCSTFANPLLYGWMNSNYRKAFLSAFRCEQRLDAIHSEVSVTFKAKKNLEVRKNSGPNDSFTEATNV
# MRP1 act: activators of MRP-1 | H69AR cells + doxorubicin, viability rescue, CellTiter-Glo | viability increase, % at 10 µM | 140,000 compounds, 0.61% hits | AID 799;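 active means viability gain under doxorubicin at or above a set limit, the compound median plus 3 SD, cut at about 4.7% in these data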;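 further: MRP-1 overexpressing cells given doxorubicin 25 µM after compound pretreatment; 18-22 h compound pretreatment then 72 h with doxorubicin before readout; 0% = doxorubicin-only wells and 100% = vehicle-treated cells without doxorubicin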
# GALR2 blocker: GALR2 (human) receptor antagonism | O43603 | GALR2-expressing cells, antagonist mode | inhibition, % at 4 µM | 140,000 compounds, 0.39% hits; in the data active means inhibition above about 27%;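 further: cells stimulated with galanin 1-16 at roughly its EC80; 0% = agonist challenge control and 100% = basal control without agonist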
# Target sequence (O43603 whole entry, looked up): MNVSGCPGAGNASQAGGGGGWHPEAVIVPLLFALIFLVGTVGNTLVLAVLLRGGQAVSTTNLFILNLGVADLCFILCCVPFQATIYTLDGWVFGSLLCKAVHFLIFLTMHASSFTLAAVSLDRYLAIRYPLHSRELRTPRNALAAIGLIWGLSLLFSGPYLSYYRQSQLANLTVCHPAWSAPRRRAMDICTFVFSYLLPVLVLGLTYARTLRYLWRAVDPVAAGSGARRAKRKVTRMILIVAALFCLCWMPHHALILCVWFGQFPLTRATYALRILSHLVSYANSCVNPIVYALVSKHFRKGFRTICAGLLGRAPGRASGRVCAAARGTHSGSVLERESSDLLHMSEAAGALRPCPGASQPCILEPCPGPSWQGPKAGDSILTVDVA
# HCT116 bCat-KO: beta-catenin-lacking colon tumor cell growth suppression; viability, % at 10 µM; 140,000 compounds, 1.5% hits; AID 818; HCT116 beta-catenin knockout viability, CellTiter-Glo, 60 h; stronger effect = lower value;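 active means viability at or under a set limit, the compound median less 4 SD, cut at about 6% in these data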;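 further: 0% = Hyamine 1622 control at 20 µM and 100% = untreated cell control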
# E-sel TNF inh: TNF alpha driven E-selectin expression inhibition; HUVEC TNFa-induced E-selectin immunofluorescence, high content; inhibition, % at 2 µM; 120,000 compounds, 0.71% hits;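 active means inhibition above the batch mean plus 3 SD, and confirmed as a hit on visual image review, cut at about 43% in these data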;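 further: 0% = TNF-stimulated DMSO wells and 100% = unstimulated control wells; not every result past the cut was called active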
# Yeast growth inh: yeast BB579 growth reduction in restrictive medium; 140,000 compounds, 0.51% hits; inhibition, % at 10 µM; AID 804; S. cerevisiae BB579 growth, OD615, 48 h;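 active means inhibition above a set limit, 3 SD over the mean compound inhibition, cut at about 44% in these data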; further: inactives centre near -24
#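 System: Saccharomyces cerevisiae DeaD strain BB579, replicative lifespan model yeast. Buffer or medium: restrictive glucose-based CSMM-D medium. Doses: one dose, 10 µM compound with 0.25% DMSO. Timing: 4 h preincubation and 48 h exposure at 30 °C. Detection: turbidity as optical density at 615 nm. Benchmarks: amphotericin B 10 µg/mL, positive.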
# Measles CPE: protection of cells from measles virus. 140,000 compounds, 1.5% hits. protection (pct of control), % at 4 µM. Measles virus-infected cells, CPE protection, absorbance; in the data active means protection mostly above about 24%, no sharp cut-off; inactive means mostly below about 26%; further: some compounds called inactive have numbers as strong as hits
# HCT116 PTEN-null: growth suppressors of cells with PTEN tumor suppressor deletion | HCT116 PTEN-null viability, CellTiter-Glo, 60 h; stronger effect = lower value | viability, % at 10 µM | 140,000 compounds, 1.2% hits;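 active means viability at or below a set limit, 4 SD under the median of all tested compounds, cut at about 3.7% in these data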;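 further: PTEN knockout HCT116 line with beta catenin targeted HCT116 as companion control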
# Phagocyt inh: macrophage phagocytosis inhibition. J774A.1 macrophage IgG-bead phagocytosis, imaging. inhibition, % at 5 µM. 110,000 compounds, 0.07% hits. AID 1029;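 active means inhibition above the mean of the plate negative controls plus 5 SD, cut at about 13% in these data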;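 further: phagocytic index as fraction of beads internalized from green versus red external bead signal; plate controls were DMSO negative control for no effect and cytochalasin-D positive control for full effect; some results beyond the cut were filed as inactive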
# Yeast lifespan up: extends the lifespan of yeast; AID 775; 130,000 compounds, 0.68% hits; inhibition of the nicotinamide effect, % at 10 µM; S. cerevisiae growth with nicotinamide, OD615; deaD strain in restrictive glucose medium;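 active means inhibition above a set limit, placed 3 SD over the median of all compounds, cut at about 26% in these data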;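 further: 0% = nicotinamide-treated wells and 100% = cells grown without nicotinamide; some compounds called inactive have numbers as strong as hits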
#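 System: DeaD-strain S. cerevisiae / Buffer or medium: CSMM-D, restrictive glucose (dextrose) synthetic minimal medium / Probe or stimulus: nicotinamide, 1.5 mM, co-present with compound / Compound: one concentration, 10 µM, DMSO 0.25% / Incubation: 48 h compound exposure at 30 °C, humidified / Technique: optical density (absorbance) at 615 nm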
# * hit, by the source's call; · = not tested or not shown.
SMILES,NPY-Y2 antag,MRP1 act,GALR2 blocker,HCT116 bCat-KO,E-sel TNF inh,Yeast growth inh,Measles CPE,HCT116 PTEN-null,Phagocyt inh,Yeast lifespan up
COc1ccc(C(=O)COC(=O)C(C(C)C)N2C(=O)C3C4C=CC(C4)C3C2=O)cc1 (centres undefined),4,0.2,-16,95,5,-13,0,90,2,-12
COC(=O)[C@H](CCSC)NC(=O)NCc1cccs1,1,-0.6,7,93,-15,-21,28,103,-1,-2
O=C(CNC(=O)c1cccc(OC(F)F)c1)OCc1cc(=O)n2cc(Br)ccc2n1,0,-1.4,-4,89,-42,-47,23,88,0,-3
O=C(COC(=O)C1(c2ccc(F)cc2)CCCC1)N1CCOCC1,2,-0.8,2,91,21,-22,16,96,-1,-6
CCCCn1c(CNC(=O)c2cccs2)nc2ccccc21,2,-1.4,5,88,-16,4,20,88,·,-5
Nc1ccc[n+](Cc2ccccn2)c1,0,-0.6,6,88,6,9,11,92,0,-7
Cc1ccc(CN2CCN(CC(=O)N=Nc3c(O)[nH]c4ccccc34)CC2)cc1,5,-3.1,-1,65,41,3,18,73,-9,6
COCCNC(=O)c1ccccc1NC(=O)c1ccc(Cl)c(S(=O)(=O)Nc2ccc(C)cc2C)c1,0,0.6,-10,87,-22,-21,11,92,2,-16
O=C(CN(c1ccccc1)S(=O)(=O)c1ccccc1)NCCSCc1ccco1,5,-0.6,-7,84,-22,-33,4,91,0,-7
COC(=O)c1cc2ccsc2n1CC(=O)NCC1CCCO1 (centres undefined),1,-3.2,2,99,·,0,19,97,·,-14
Cc1ccc(O)c(C(=O)c2cc(C#N)c(=O)n(-c3c(C)n(C)n(-c4ccccc4)c3=O)c2)c1,4,-2.1,6,105,-13,-30,22,86,5,-15
Cn1nc(C(=O)OCCN2C(=O)c3ccccc3C2=O)c2ccccc2c1=O,1,0.5,8,102,-14,-36,14,107,-1,-13
Cc1cc(O)c(/C=N/c2ccccn2)c(=O)o1,0,-0.5,12,93,8,-62,10,99,0,-1
CCOc1ccc2nc(Cl)c(C3CC(c4ccccc4)=NN3C(=O)c3ccco3)cc2c1 (centres undefined),1,1.8,4,95,·,-37,0,105,0,3
CCOc1ccc2[nH]c(=O)c(CN(Cc3cccs3)Cc3nnnn3C(C)(C)C)cc2c1,1,-4.9,11,33,18,-4,15,23,0,-1
CCOc1ccc(/C=N/NC(=O)c2ccccc2NC(=O)c2ccc(OC)cc2)cc1,1,-0.5,-3,83,·,-28,12,81,6,3
O=C(Nc1ccccc1)C(=O)Nc1ccccn1,-1,-0.2,8,85,·,-47,27*,80,·,-19
CC(=O)c1cccc(NC(=O)N2CCCC2C(=O)Nc2cc(C)ccc2C)c1 (centres undefined),3,-1.9,2,106,-33,-23,3,101,·,-13
CCc1c(C(=O)Nc2ccccc2)c(C)[nH]c(=S)c1C#N,1,0.6,-3,101,-8,8,9,93,-1,-8
Cc1ccccc1-c1noc(-c2ccccc2F)n1,2,-0.9,-8,96,3,-48,8,90,-1,-17
CCOc1ccccc1Oc1c(C)oc2cc(OC(=O)c3ccco3)ccc2c1=O,2,-3.8,-13,68,-48,-16,17,71,·,-15
CCN(CC)S(=O)(=O)c1csc(C(=O)NCc2ccccc2)c1,2,-1.3,5,98,9,-18,10,87,0,-15
CCC(=O)NC(NC(=S)Nc1c(C)n(C)n(-c2ccccc2)c1=O)C(Cl)(Cl)Cl (centres undefined),1,3.1,-6,99,·,-39,16,103,4,0
Fc1ccc2nc(Nc3nc4c(F)cc(F)cc4s3)sc2c1,8,-1.8,-18,12,·,-20,6,7,-1,-6
Cc1ccc(C(=O)OCc2nnc(-c3ccccc3)o2)o1,3,-2.4,7,98,-27,-9,6,92,2,-7
# (more compounds)
SMILES,NPY-Y2 antag,MRP1 act,GALR2 blocker,HCT116 bCat-KO,E-sel TNF inh,Yeast growth inh,Measles CPE,HCT116 PTEN-null,Phagocyt inh,Yeast lifespan up
O=S(=O)(NCCc1cn2ccccc2n1)c1ccc(F)c(C(F)(F)F)c1,5,-4.3,-3,93,·,-19,6,102,·,-6
CCN(CC)Cc1c(O)ccc2c(-c3ccccc3)cc(=O)oc12,2,-0.6,5,83,20,-29,5,93,-1,-14
CC(C)CCNC(=O)c1cccc(S(=O)(=O)N2CCc3ccccc32)c1,4,-2.9,-12,89,-7,-40,5,89,1,10
COc1cc(OC)cc(-c2nnc(SCC(=O)N(C(C)C)C(C)C)o2)c1,2,-2.4,-6,84,·,-30,6,87,0,-5
O=C(CN1C(=O)CCC1=O)Nc1ccc(Br)cc1,2,-0.5,-5,91,-18,-57,10,95,0,-10
COc1ccc(S(=O)NC2CCCCC2)c(OC)c1C (centres undefined),0,-3.4,11,99,-9,9,17,93,1,-2
CC(=O)N(C1=C(O)c2ccccc2C(=O)C1=O)C1CCCCC1,2,-1.6,-2,103,-19,-33,24,100,·,-12
CON(C)c1nc(NCC(C)C)nc(OCC#N)n1,6,0.1,-3,96,-21,-18,18,87,0,-5
COCCOc1ccc(C(F)(F)F)cc1NC(=O)c1ccc(F)cc1,6,0.1,-5,85,·,-11,14,95,-7,-7
CCn1cc(C2=NOC(C(=O)O)C2)c(C)n1 (centres undefined),0,-1.4,-7,84,-28,-5,6,91,1,-3
Cc1noc(COc2ccccc2OCC(O)CNC(C)(C)C)n1 (centres undefined),2,-2.7,5,99,6,-38,15,99,1,-5
CCc1nc(Nc2ccc(N3CCN(C(C)=O)CC3)cc2)c2oc3ccccc3c2n1,4,-2.9,4,45,7,-36,10,41,0,-2
O=c1c(Cc2ccc(Cl)cc2)c(O)ccn1Cc1ccccc1,3,-0.5,5,92,-8,-38,4,104,-1,2
c1ccc2c(c1)CCCC2NC1=NCCC1 (centres undefined),1,-1.1,15,88,-24,-2,26,95,0,-7
O=C(NC1CCN(Cc2nnnn2CCc2ccccc2)CC1)c1ccccc1F,5,-0.3,-5,95,-16,-11,4,99,0,-15
CC12CN3CC(C)(CN(C1)C3c1ccc(Br)cc1)C2 (centres undefined),1,-0.1,7,104,6,-7,4,99,0,-12
c1ccc(COn2c(-c3ccccc3)nc3c2CCc2nonc2-3)cc1,2,-1.8,5,96,·,-12,6,94,-1,-10
CN(Cc1nc2ccccc2n1C)C(=O)c1cccs1,6,-1.7,-5,97,-3,-1,9,99,0,5
CC(=O)Oc1ccc(N2C(=O)C3C4C=CC(O4)C3C2=O)cc1 (centres undefined),1,-0.5,11,95,-33,-10,4,94,2,-13
COCCn1c(N)c(C(=O)NCc2cccs2)c2nc3ccccc3nc21,12,1.0,-3,107,-17,-34,21,93,-1,-27
CS(=O)(=O)N(CC(=O)NC1CCCCCC1)Cc1ccc(Cl)cc1,4,-1.5,-6,92,12,-46,1,88,0,-6
CN(C)CCCCOc1cccc(Br)c1,2,-1.4,-4,94,·,-7,4,94,0,-3
CCCc1cc(=O)oc2cc3oc(C)c(C)c3cc12,3,-1.7,9,80,·,-35,3,78,0,-6
CC1CCCN(c2ccc(C(=O)Nc3nnc(C4CC4)s3)cc2[N+](=O)[O-])C1 (centres undefined),0,4.1,-7,100,2,-59,4,95,-5,8
CC(NC(=O)C(C(=O)c1cccc([N+](=O)[O-])c1)n1cc(Cl)ccc1=O)c1ccccc1 (centres undefined),3,0.9,9,95,-8,-25,19,97,1,3
# (continued)
SMILES,NPY-Y2 antag,MRP1 act,GALR2 blocker,HCT116 bCat-KO,E-sel TNF inh,Yeast growth inh,Measles CPE,HCT116 PTEN-null,Phagocyt inh,Yeast lifespan up
CN(CC(O)CN)CC(O)CN1CCCCC1 (centres undefined),3,1.8,5,101,27,-36,7,97,-2,-2
Cc1cc(C)cc(C(=O)/C=C2\NC(=O)CS2)c1,1,-0.4,4,96,-9,-29,19,100,0,27
COc1cc(-c2noc(-c3ccccc3C(=O)NCc3ccco3)n2)cc(OC)c1OC,3,-0.9,11,74,-16,-47,12,77,0,-7
Cc1ccc(N2C(=O)c3ccc(C(=O)O)cc3C2=O)c(C)c1,2,0.6,14,100,·,11,2,92,0,-3
CCOC(=O)c1c(NC(=O)CSc2n[nH]c(CNc3ccccc3)n2)sc(C)c1C,5,-5.1,-2,24,2,-52,13,14,·,·
COCCCN(C(=S)Nc1cccc(Cl)c1)C(C)c1ccncc1 (centres undefined),2,-1.0,9,83,-14,-31,12,96,2,18
O=C(/C=C/c1cnc2ccccc2n1)NC12CC3CC(CC(C3)C1)C2,2,1.5,7,88,·,3,22,87,1,-7
CC1CN(C(=O)Cn2c(C(F)(F)F)nc3ccccc32)CC(C)O1 (centres undefined),2,-0.7,-10,97,5,-19,14,104,·,-5
COc1cccc(NC(=S)NNC(=O)C(C)n2nc(C)c([N+](=O)[O-])c2C)c1 (centres undefined),3,-2.0,3,108,-31,-35,3,100,·,-9
COc1ccc(C(=O)Nc2ccccc2C(=O)NCc2ccco2)cc1OC,3,-3.4,5,78,-27,-25,21,72,0,-23
Cn1c(SCc2nc(-c3ccc(Cl)cc3)no2)nnc1-c1cccs1,13,-2.6,-22,89,18,-21,8,85,0,-9
CCS(=O)(=O)N1CCCC(C(=O)NCCc2ccc(C)cc2)C1 (centres undefined),3,-0.5,-2,88,-7,-24,6,95,2,3
COc1ccccc1C1NC(c2ccccc2OC)C(C)C(=O)C1C (centres undefined),4,-0.7,-16,74,-4,10,11,75,0,-8
CC1(C)Cc2c(c(-c3ccco3)nc3n[nH]c(N)c23)CO1,1,-1.6,1,96,5,-1,17,102,-1,16
COc1ccc(CC(=O)Nc2nc(-c3cccnc3)cs2)cc1,2,-2.4,12,91,·,-27,35*,96,-1,0
COC(=O)c1ccc(C)c(NC(=O)CCSc2ccc(Cl)cc2)c1,8,-0.5,-9,64,-52,-53,2,52,1,-7
CCOC(=O)C(C)Sc1nnc(NC(=O)c2ccc(C)c([N+](=O)[O-])c2)s1 (centres undefined),3,1.5,-7,97,-35,-62,13,98,-8,1
O=C(NCCN1CCOCC1)c1cccc(Cl)c1,2,-3.0,10,88,10,-19,8,89,·,-4
COc1ccccc1NC(=O)c1ccc(SCC(=O)NCc2ccccc2Cl)c([N+](=O)[O-])c1,6,-1.1,0,92,·,-19,26,98,-7,-3
Cc1cc(=O)oc(C)c1C(=O)Nc1ccc2ncccc2c1,3,-4.0,-3,98,-12,-42,4,109,-1,-5
CN1CCN(CC(O)COCc2ccc3c(c2)OCO3)CC1 (centres undefined),-2,0.9,6,97,-25,-5,5,101,·,-7

# Rewritten with bars between the fields: 2 of the compounds above
smiles | NPY-Y2 antag | MRP1 act | GALR2 blocker | HCT116 bCat-KO | E-sel TNF inh | Yeast growth inh | Measles CPE | HCT116 PTEN-null | Phagocyt inh | Yeast lifespan up
Cc1ccc(N2C(=O)c3ccc(C(=O)O)cc3C2=O)c(C)c1 | 2 | 0.6 | 14 | 100 | · | 11 | 2 | 92 | 0 | -3
CCOC(=O)c1c(NC(=O)CSc2n[nH]c(CNc3ccccc3)n2)sc(C)c1C | 5 | -5.1 | -2 | 24 | 2 | -52 | 13 | 14 | · | ·
